Tb PGK inh: blocks T. brucei phosphoglycerate kinase. hit rate 0.043% among 380,000. PGK/GAPDH coupled, Kinase-Glo luminescence, 60 min. P07378. Potency, µM (series often up to 57.5 µM), for the others: top-dose activity change, negative = inhibition, usual class: inhibitors; also: nearly all actives have a fitted effect of over 60% in size
Target sequence (P07378 whole entry, looked up): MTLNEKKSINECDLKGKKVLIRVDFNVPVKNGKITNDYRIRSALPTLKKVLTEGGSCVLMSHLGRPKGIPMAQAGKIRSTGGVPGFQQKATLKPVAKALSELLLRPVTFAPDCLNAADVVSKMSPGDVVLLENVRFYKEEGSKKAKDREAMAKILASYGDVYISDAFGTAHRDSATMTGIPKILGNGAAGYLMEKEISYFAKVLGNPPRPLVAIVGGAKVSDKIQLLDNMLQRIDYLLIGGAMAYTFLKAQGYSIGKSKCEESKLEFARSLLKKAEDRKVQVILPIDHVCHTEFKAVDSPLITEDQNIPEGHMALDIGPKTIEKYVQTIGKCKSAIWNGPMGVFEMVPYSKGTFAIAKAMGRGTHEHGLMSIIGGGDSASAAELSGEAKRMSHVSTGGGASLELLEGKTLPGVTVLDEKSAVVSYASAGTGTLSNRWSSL
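Recombinant glycosomal PGK reaction used 1,3-bisphosphoglycerate generated in-well by GAPDH (100nM final) in 100mM TEA pH 7.6, 5mM MgCl2, 0.01% Tween-20. After 60 minutes at room temperature, ATP was read by Kinase-Glo Plus luminescence end-point.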
GLS inhibitor: inhibitors of human glutaminase (GLS); O94925; GLS enzymatic activity, qHTS titration; Potency, µM (series often up to 45.5 µM), without a hit: top-dose activity change, negative = inhibition, hits mostly inhibitors; hit rate 0.21% among 410,000
Target sequence (O94925 whole entry, looked up): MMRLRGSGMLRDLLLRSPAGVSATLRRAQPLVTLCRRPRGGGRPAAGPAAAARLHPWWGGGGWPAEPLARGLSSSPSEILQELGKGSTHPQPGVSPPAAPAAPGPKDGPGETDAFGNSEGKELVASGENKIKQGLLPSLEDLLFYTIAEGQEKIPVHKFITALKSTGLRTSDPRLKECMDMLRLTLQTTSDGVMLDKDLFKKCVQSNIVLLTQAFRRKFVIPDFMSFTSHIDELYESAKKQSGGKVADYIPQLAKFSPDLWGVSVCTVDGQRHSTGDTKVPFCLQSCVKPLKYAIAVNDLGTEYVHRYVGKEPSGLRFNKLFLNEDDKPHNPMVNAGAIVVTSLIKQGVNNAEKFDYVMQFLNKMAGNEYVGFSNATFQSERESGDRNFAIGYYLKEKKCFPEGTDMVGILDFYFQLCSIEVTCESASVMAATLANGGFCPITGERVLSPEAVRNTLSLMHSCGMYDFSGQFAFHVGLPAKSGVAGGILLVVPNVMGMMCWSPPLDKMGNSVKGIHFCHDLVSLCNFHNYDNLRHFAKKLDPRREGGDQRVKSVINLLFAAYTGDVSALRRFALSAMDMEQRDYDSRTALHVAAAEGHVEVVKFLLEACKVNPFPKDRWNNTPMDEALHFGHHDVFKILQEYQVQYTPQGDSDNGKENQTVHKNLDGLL
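hKGA in 45 mM KH2PO4 pH 8.2, 0.02% Tween-20 with pin-transferred compounds; 1 mM L-glutamine (stock) plus glutamate oxidase/HRP/Amplex Red coupling added. Fluorescence read initially and after 30 min at RT.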
Starred values were filed as active, the others as inactive; i = inactive; u = inconclusive. Calls follow the shape of the dose curve; as a rule, active = well fitted curve in the direction sought with a large enough effect; inconclusive = small, poorly fitted or top-dose-only effect, or another doubt; inactive = no such curve, though single readings can be large; an effect the other way counts as inactive or inconclusive. % is scaled to controls: 0 for no effect and ±100 for the full control effect; potency is read from the fitted curve at half-maximal effect.

SMILES	Tb PGK inh	GLS inhibitor
NS(=O)(=O)c1cccc(C(=O)N2CCCc3ccccc32)c1	-1%	-8%
COc1ccc([C@H]2C[C@@H](n3cc(-c4ccc(F)cc4)nn3)[C@H](O)CN2C(=O)C2CCCCC2)cc1	-2%	-1%
CCOC(=O)C1=C(C)NC(C)=C(C(=O)OCC)C1c1ccc(OC)c(OC)c1	-2%	15%
COc1cccc(C(=O)N2CCCc3ccccc32)c1OC	-2%	1%
O=C(CNc1ccc(Br)cc1)Nc1ccc(S(=O)(=O)N2CCCCC2)cc1	-8%	16%
COc1cc(-c2nnc(NC(=O)CS(=O)(=O)c3ccc(Cl)cc3)o2)cc(OC)c1OC	2%	6%
CC(=O)c1sc(NC(=O)CCc2ccccc2)nc1C	-4%	8%
CCn1c(SCC(=O)Nc2ccccc2)nc2c(c1=O)SCC2	-5%	1%
COc1cccc(Nc2nc3cc(C)ccc3cc2C)c1	-4%	u
O=C(O)c1ccc(Cl)c(NC(=O)C2CCN(S(=O)(=O)c3ccc4c(c3)OCCO4)CC2)c1	i	-3%
C[C@@H]1CN([C@@H](C)CO)C(=O)c2cc(Br)cnc2O[C@@H]1CN(C)C(=O)CN(C)C	-1%	0%
CC(C)NC(=O)N(C)C[C@H]1OCCCC[C@@H](C)Oc2ccc(NC(=O)C3CCCCC3)cc2C(=O)N([C@H](C)CO)C[C@@H]1C	-8%	14%
O=C1c2cccc3c2C2(O)c4c1cccc4C(=O)c1cccc(c12)C3=O	-5%	-9%
CCOC(=O)c1cc(OC(=O)Cc2ccc(OC)c(S(=O)(=O)N3CCOCC3)c2)cc(C(=O)OCC)c1	5%	3%
Cc1nnc(SCC(=O)Nc2cccc(S(=O)(=O)N3CCCC3)c2)n1C1CC1	-5%	0%
C[C@H](CO)N1C[C@H](C)[C@H](CN(C)C(=O)Nc2ccc(C(C)(C)C)cc2)OCc2cnnn2CCCC1=O	3%	-2%
CC(=O)Nc1ccc(S(=O)(=O)N(C)CC(=O)OC(C)C(=O)NC2(C#N)CCCCC2)cc1 (configuration not stated)	-1%	-1%
COc1ccc(NC(C)=O)cc1S(=O)(=O)NCc1ccc2c(c1)OCO2	4%	2%
O=C(COC(=O)COc1ccc(Br)cc1)NC1CCS(=O)(=O)C1 (configuration not stated)	-2%	2%
C[C@@H]1CN([C@H](C)CO)C(=O)CCCn2nncc2CO[C@H]1CN(C)Cc1cccc2c1OCCCO2	7%	9%
CC1C(=O)N(Cc2cn(CCC3OCCO3)nn2)CCS(=O)(=O)N1Cc1ccc(-c2ccc(Cl)cc2)cc1 (configuration not stated)	-7%	2%
Cc1cc(C(=O)N2CCCC(N3CCN(c4ccccc4C)CC3)C2)no1 (configuration not stated)	-2%	7%
CC(C)NC(=O)Nc1ccc2c(c1)C(=O)N([C@H](C)CO)C[C@H](C)[C@@H](CN(C)Cc1ccc(C(F)(F)F)cc1)OCCCC[C@H](C)O2	-8%	1%
CCN(CC)C(=O)c1nc(-c2cccc3ccccc23)no1	-4%	0%

Next section (six carried over from the part before).
SMILES	Tb PGK inh	GLS inhibitor
O=C(COC(=O)COc1ccc(Br)cc1)NC1CCS(=O)(=O)C1 (configuration not stated)	-2%	2%
C[C@@H]1CN([C@H](C)CO)C(=O)CCCn2nncc2CO[C@H]1CN(C)Cc1cccc2c1OCCCO2	7%	9%
CC1C(=O)N(Cc2cn(CCC3OCCO3)nn2)CCS(=O)(=O)N1Cc1ccc(-c2ccc(Cl)cc2)cc1 (configuration not stated)	-7%	2%
Cc1cc(C(=O)N2CCCC(N3CCN(c4ccccc4C)CC3)C2)no1 (configuration not stated)	-2%	7%
CC(C)NC(=O)Nc1ccc2c(c1)C(=O)N([C@H](C)CO)C[C@H](C)[C@@H](CN(C)Cc1ccc(C(F)(F)F)cc1)OCCCC[C@H](C)O2	-8%	1%
CCN(CC)C(=O)c1nc(-c2cccc3ccccc23)no1	-4%	0%
Cc1cccc(OCC(=O)N2CCc3ccccc3C2)c1C	-6%	1%
COc1ccc(CCNC(=O)CSC2=NS(=O)(=O)c3cc(F)ccc3N2)cc1OC	-16%	14%
CCN(c1ccccc1)S(=O)(=O)c1ccc(Cl)c(C(=O)Nc2ccncc2)c1	5%	14%
Cc1ccccc1C(=O)OCC(=O)Nc1cccc(S(=O)(=O)N2CCCCC2)c1	0%	13%
COc1ccc(S(=O)(=O)N2CCOCC2)cc1NC(=O)CCCSc1ccccc1	i	-2%
O=C(COC(=O)C1COc2ccccc2O1)c1ccc(F)cc1 (configuration not stated)	-2%	-7%
C[C@@H]1CNC(=O)c2c(C(=O)N[C@H](C)c3ccccc3)ncn21	-5%	-6%
Cc1nn(CC(C)C)c(Cl)c1C(=O)NCC1CCCO1 (configuration not stated)	i	-3%
Cc1nnc(NC(=O)CCN2C(=O)C3CC=CCC3C2=O)s1 (configuration not stated)	-5%	-10%
O=C1NC(Cc2ccc(O)cc2)c2nc3cc(Cl)ccc3c(=O)n2-c2cc3ccccc3cc21 (configuration not stated)	i	-6%
CC(C)(C)Cc1c(-c2ccccc2)nc2ccc(Br)cn12	-3%	3%
CN(N=Cc1ccc([N+](=O)[O-])cc1)c1ccccn1	-9%	0%
COc1ccc2oc(C(=O)OCC(=O)Nc3ccc(C)c(S(=O)(=O)N4CCOCC4)c3)c(C)c2c1	-4%	-7%
COC(=O)c1ccc(CNC(=O)c2cc(S(=O)(=O)NCc3ccccc3)ccc2C)cc1	2%	1%
CCOc1ccc(OCCC(=O)Nc2ccccc2C(=O)NC2CC2)cc1	-4%	4%
C[C@H](CO)N1C[C@H](C)[C@@H](CN(C)C(=O)C2CCCCC2)OCc2cnnn2CCCC1=O	-3%	13%
Cc1ccc(NC(=O)CCNC(=O)N2CC(=O)Nc3ccccc32)cc1Cl	-5%	-6%
COc1ccc(OC)c(C(=O)NC2CCCc3c2cnn3-c2cc(C)cc(C)c2)c1 (configuration not stated)	-11%	-2%
CC(=O)Nc1ccc(NC(=O)c2ccc(S(=O)(=O)N3CCCCCC3)cc2)cc1	-7%	-10%
COc1ccc(NC(=O)Cc2csc(NC(=O)Nc3ccccc3OC)n2)cc1	0%	1%
C[C@@H]1CN([C@H](C)CO)C(=O)CCCn2nncc2CO[C@H]1CN(C)S(=O)(=O)c1cccc(C#N)c1	2%	-1%
C[C@@H]1CN([C@@H](C)CO)C(=O)c2cc(Br)cnc2O[C@H]1CN(C)Cc1cccc(C(=O)O)c1	-1%	6%
CC(C)C1C(=O)N(Cc2cn(Cc3ccco3)nn2)CCS(=O)(=O)N1Cc1ccc(-c2ccncc2)cc1 (configuration not stated)	-3%	-2%
CNC(=O)C[C@H]1C(=O)N(CCc2ccccc2)C[C@@H]1c1ccc(OC)cc1	-5%	-4%
Cc1ccc(-c2ccc(CN3C(C(C)C)C(=O)N(Cc4cn(CCC5OCCCO5)nn4)CCS3(=O)=O)cc2)cc1 (configuration not stated)	-5%	-2%
COc1ccc(C(=O)OCC(=O)N2CCN(C(=O)c3ccco3)CC2)c(OC)c1OC	-4%	-3%
O=C1NC(Cc2ccccc2)c2nc3ccccc3c(=O)n2-c2cc3ccccc3cc21 (configuration not stated)	3%	-1%
COc1ccc(C(=O)C(C)OC(=O)C2CC3CCCC(C2)C3=O)cc1 (configuration not stated)	7%	4%
Cn1nc(N)c2ncc(C(Cl)(Cl)Cl)nc21	-2%	-5%
O=[N+]([O-])c1ccc(NCCCc2ccccc2)cc1	-2%	-9%
CC1=C(C(=O)N2CCOCC2)CC(CC(=O)NC(c2ccccc2)c2ccccc2)C(=O)N1Cc1ccc(F)cc1 (configuration not stated)	-2%	-3%
COc1cccc(CN(C)CCCn2cnc3c(SC)ncnc32)c1	4%	-2%
CCCC(CNC(C)=O)(C1=CCCCC1)c1ccccc1 (configuration not stated)	-2%	-3%
CC1=C(C(=O)N2CCOCC2)CC(CC(=O)NCc2cccs2)C(=O)N1Cc1ccc(F)cc1 (configuration not stated)	-1%	-2%
C[C@@H]1CN([C@@H](C)CO)C(=O)CCCn2nncc2CO[C@@H]1CN(C)C(=O)OCc1ccccc1	i	-4%
O=C(c1ccc(CS(=O)Cc2ccccc2Cl)o1)N1CCN(c2ccccc2)CC1 (configuration not stated)	i	13%
Cc1noc(C)c1S(=O)(=O)N(C)C[C@@H]1OCc2cn(nn2)CCCC(=O)N([C@@H](C)CO)C[C@H]1C	-7%	-1%
O=C(COC(=O)c1cnccn1)NCc1ccccc1Cl	1%	2%
COc1ccc(C(CNC(=O)CNC(=O)c2cccc(F)c2)N2CCOCC2)cc1 (configuration not stated)	2%	0%
CCOc1ccc(NC(=O)CN(C)C(=O)Cc2ccc3c(c2)OCCO3)cc1OCC	3%	1%
Cc1noc(C)c1NC(=O)N(C)C[C@@H]1OCc2cnnn2CCCC(=O)N([C@H](C)CO)C[C@@H]1C	-1%	-7%
C[C@H](O)[C@@H]1C(=O)N2CCc3c([nH]c4ccccc34)[C@@H]2C[C@@H]1N(C)C(=O)NC1CCCCC1	-4%	11%
Cc1csc(=O)n1CC(=O)OCC(=O)Nc1ccc(F)c(F)c1F	5%	5%
COc1ccc(C(=O)Nc2cc(OC)c(NC(=O)Nc3ccccc3)cc2OC)cc1	-3%	-1%
CCCOc1ccc(C(=O)Nc2ccc(N3CCOCC3)cc2N2CCOCC2)cc1OCC	10%	14%
CSc1ncnc2c1ncn2CCCN1CCN(Cc2cccc3ccccc23)CC1	2%	0%
O=c1c2ccccc2sn1-c1ccccc1F	4%	7.9µM*
Cc1ccc(C(=O)NCC(=O)N2CCN(c3ccccc3O)CC2)s1	0%	23%

Structures shown so far with bromine (five):
SMILES	Tb PGK inh	GLS inhibitor
O=C(CNc1ccc(Br)cc1)Nc1ccc(S(=O)(=O)N2CCCCC2)cc1	-8%	16%
C[C@@H]1CN([C@@H](C)CO)C(=O)c2cc(Br)cnc2O[C@@H]1CN(C)C(=O)CN(C)C	-1%	0%
O=C(COC(=O)COc1ccc(Br)cc1)NC1CCS(=O)(=O)C1 (configuration not stated)	-2%	2%
CC(C)(C)Cc1c(-c2ccccc2)nc2ccc(Br)cn12	-3%	3%
C[C@@H]1CN([C@@H](C)CO)C(=O)c2cc(Br)cnc2O[C@H]1CN(C)Cc1cccc(C(=O)O)c1	-1%	6%

Other compounds.
SMILES	Tb PGK inh	GLS inhibitor
O=[N+]([O-])c1ccc(C=NN2CCOCC2)s1	-8%	2%
Cc1ccccc1NC(=O)COC(=O)COc1ccc2ccc(=O)oc2c1	-1%	-3%
CCCNC(=O)N(C)C[C@@H]1Oc2cc(C#CC(C)(C)O)ccc2S(=O)(=O)N([C@H](C)CO)C[C@H]1C	-6%	-2%
Cc1ccccc1OCCC(=O)Nc1ccc(S(=O)(=O)N2CCCC2)cc1	-1%	-8%
Cc1csc(SCC(=O)Nc2cc(F)ccc2C)n1	-4%	1%
Clc1nnc(NC2CCCCC2)c(Cl)c1Cl	-11%	-1%
Cc1ccccc1NC(=O)Cc1nc(COC(=O)/C=C/c2ccc(F)cc2)cs1	-1%	-14%
COc1cccc(CNC(=O)COC(=O)c2ccc(-c3ccc(O)cc3)cc2)c1	-1%	-21%
C[C@@H]1CN([C@@H](C)CO)C(=O)CCCn2cc(nn2)CO[C@H]1CN(C)S(=O)(=O)c1ccc(-c2ccccc2)cc1	9%	0%
CCc1ccc([C@@H]2C[C@H]3[C@@H](CN2S(=O)(=O)c2ccc(C)cc2)C(=O)C[C@@H](c2ccc(Cl)cc2)N3S(=O)(=O)c2ccccc2C)cc1	-7%	3%
COc1c(Cl)c(=O)oc2ccc(Cl)cc12	i	-4%
CCCCN(C(=O)c1cc(Cl)nc2ccccc12)c1c(N)n(CCC)c(=O)[nH]c1=O	6%	-2%
O=S1(=O)CCN(CCCCc2ccccc2)CC1	i	-12%
Cn1c(=O)c2c(ncn2CC(=O)OCC(=O)NCc2ccc(F)cc2)n(C)c1=O	-1%	21%
O=[N+]([O-])c1ccc(/C=N\N2CCN(Cc3ccccc3Cl)CC2)cc1	0%	-1%
COc1ccc(/C(N)=N/OC(=O)c2ccc3ccccc3c2)cc1OC	-2%	2%
CC(=O)N(C(C)=O)c1ccc2c(c1)OCCO2	-2%	-6%
COc1cccc(C(=O)Nc2cc(C)on2)c1	i	-1%
Cc1cn([C@H]2C[C@H](O)[C@@H](CNCc3cnc(N4CCOCC4)nc3)O2)c(=O)[nH]c1=O	8%	5%
O=C(NCCNC(=O)c1ccc(-c2cc(Cl)ccc2Cl)o1)c1cnccn1	3%	2%
CSc1ncnc2c1ncn2CCCNCCCN1CCCC1=O	-1%	-4%
CC1=C(C(=O)N(C)C)CC(CC(=O)NCCN2CCOCC2)C(=O)N1CCC1=CCCCC1 (configuration not stated)	-15%	-3%
C[C@H](CO)N1C[C@H](C)[C@@H](CN(C)C(=O)Nc2ccc(F)cc2)Oc2cc(Br)ccc2S1(=O)=O	1%	-1%
COCOCCn1cc(CN2CCS(=O)(=O)N(Cc3ccc(-c4ccc(F)cc4)cc3)C(CC(C)C)C2=O)nn1 (configuration not stated)	-3%	-1%
COc1ccccc1N1CCN(S(=O)(=O)CCNC(=O)CCc2ccccc2)CC1	i	0%
CCCCN1C(=O)C(CC(=O)NC(c2ccccc2)c2ccccc2)CC(C(=O)N(C)C)=C1C (configuration not stated)	4%	1%
O=C(OCc1ccccc1)C1CCN(S(=O)(=O)c2cccs2)CC1	-2%	1%
CNC[C@@H]1OCc2cnnn2CCCC(=O)N([C@H](C)CO)C[C@H]1C	-10%	1%
COCOCCn1cc(CN2CCS(=O)(=O)N(Cc3ccc(-c4ccncc4)cc3)C(CC(C)C)C2=O)nn1 (configuration not stated)	-7%	-1%
CC#CCOCC1CNC(=O)O1 (configuration not stated)	i	-6%

This is a subset (hit frequency here may not be typical).
